Rv3671c inh – inhibits the M. tuberculosis serine protease Rv3671c; P9WHR9; inhibition, % at 5.96 µM; hit rate 0.048% among 320,000; in the data active = inhibition above about 38%;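 also: extracellular domain of Rv3671c used as enzyme; 0% = enzyme with DMSO and 100% = no enzyme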
Target sequence (P9WHR9 whole entry, looked up, the tested form may be a part): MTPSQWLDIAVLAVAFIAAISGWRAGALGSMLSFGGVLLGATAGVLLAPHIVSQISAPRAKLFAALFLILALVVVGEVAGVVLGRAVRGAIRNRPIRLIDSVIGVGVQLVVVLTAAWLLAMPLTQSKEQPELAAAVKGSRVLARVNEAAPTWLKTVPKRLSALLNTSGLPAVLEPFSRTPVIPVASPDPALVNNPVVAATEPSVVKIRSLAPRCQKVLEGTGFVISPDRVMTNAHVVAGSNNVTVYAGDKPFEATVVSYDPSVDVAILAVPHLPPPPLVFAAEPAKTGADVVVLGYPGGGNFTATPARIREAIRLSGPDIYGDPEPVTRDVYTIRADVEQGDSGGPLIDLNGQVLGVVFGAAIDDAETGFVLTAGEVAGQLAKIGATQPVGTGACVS
UGM FP inh – blocks M. tuberculosis UGM enzyme; inhibition, % at 10 µM; P9WIQ1; AID 504406; purified UGM, fluorescence polarization probe displacement; hit rate 0.06% among 320,000; in the data active = inhibition above about 10%, passing the limit was not always enough
VHR inh abs – blocks human VHR1 dual specificity phosphatase | inhibition, % at 13.3 µM | recombinant VHR phosphatase, pNPP absorbance | hit rate 0.52% among 290,000; in the data active = inhibition above about 50%; also: some compounds called inactive have numbers as strong as hits
Target sequence (P51452 whole entry, looked up): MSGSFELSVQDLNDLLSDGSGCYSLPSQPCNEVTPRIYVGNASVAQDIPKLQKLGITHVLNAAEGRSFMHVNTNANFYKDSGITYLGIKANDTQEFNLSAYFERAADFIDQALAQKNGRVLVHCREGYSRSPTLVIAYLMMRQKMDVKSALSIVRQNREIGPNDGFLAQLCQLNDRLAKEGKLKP
MazEF act – activators of E. coli MazEF toxin-antitoxin RNase; activation, % at 20 µM; hit rate 0.32% among 350,000; P0AE70; FAM/BHQ RNA-DNA oligo cleavage fluorescence, 5 h; in the data active = activation above about 50%
Target sequence (P0AE70 whole entry, looked up): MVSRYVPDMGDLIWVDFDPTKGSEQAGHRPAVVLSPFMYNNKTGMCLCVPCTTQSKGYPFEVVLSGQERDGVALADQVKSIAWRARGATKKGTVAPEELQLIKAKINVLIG
FBA Mtb inh – inhibits M. tuberculosis FBA enzyme; purified M. tuberculosis FBA, fluorescence read-out; hit rate 2.3% among 360,000; AID 588726; P9WQA3; inhibition, % at 1 µM; in the data active = inhibition above about 27%;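 also: 0% = vehicle and 100% = reference inhibitor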
Target sequence (P9WQA3 whole entry, looked up): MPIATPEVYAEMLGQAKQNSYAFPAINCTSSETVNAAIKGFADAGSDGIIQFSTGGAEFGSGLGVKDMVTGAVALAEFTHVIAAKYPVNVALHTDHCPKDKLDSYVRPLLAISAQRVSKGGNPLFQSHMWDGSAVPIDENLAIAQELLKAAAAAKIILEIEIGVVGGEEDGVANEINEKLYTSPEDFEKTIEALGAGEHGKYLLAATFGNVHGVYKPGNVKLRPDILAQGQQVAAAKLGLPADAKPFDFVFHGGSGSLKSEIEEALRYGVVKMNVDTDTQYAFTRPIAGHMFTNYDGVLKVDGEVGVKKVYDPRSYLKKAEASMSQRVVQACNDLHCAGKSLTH
Vc quorum ag – inducers of Vibrio cholerae quorum light production without autoinducers. V. cholerae BH1578 lux reporter, luminescence, 6 h. AID 588436. hit rate 0.16% among 350,000. activation, % at 18.7 µM; in the data active = activation mostly above about 9.7%, no sharp cut-off; also: not every result past the cut was called active; inactives centre near 0; reference of the scale not given here
PriA SSB inh – inhibitors of Klebsiella pneumoniae PriA binding to SSB C-terminal tail | inhibition, % at 33 µM | AlphaScreen SSBct-PriA binding, biotinylated peptide | hit rate 0.6% among 430,000 | AID 1272365; in the data active = inhibition mostly above about 37%, no sharp cut-off; inactive = mostly below about 20%;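 also: plate controls were negative control peptide for no effect and reference peptide for full effect; strong numbers were not always called active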
GDH-TPI counter – counter-screen for M. tuberculosis FBA inhibitors: GDH-TPI coupled enzymes. AID 588335. inhibition, % at 4.8 µM. hit rate 1.2% among 360,000. GDH-TPI coupled enzyme counterscreen, NADH absorbance; in the data active = inhibition above about 30%;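 also: 0% = DMSO wells and 100% = wells lacking the enzyme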
Mtb BioA inh – blocks M. tuberculosis BioA enzyme activity. hit rate 0.096% among 360,000. inhibition, % at 9.99 µM. purified M. tuberculosis BioA enzyme, plate reader. AID 602481; in the data active = inhibition above about 40%
3CLpro inhibitor – SARS-CoV 3CLpro protease inhibition; P0C6X7; recombinant SARS-CoV 3CLpro, quenched FRET peptide cleavage; inhibition, % at 6 µM; hit rate 0.14% among 290,000; in the data active = inhibition above about 12%
Numbers without * were called inactive; i = inactive; . = not tested or not shown; & = joins results of further samples. An excerpt; count on the stated rates, not on these rows.

SMILES | Rv3671c inh | UGM FP inh | VHR inh abs | MazEF act | FBA Mtb inh | Vc quorum ag | PriA SSB inh | GDH-TPI counter | Mtb BioA inh | 3CLpro inhibitor
CCOC(=O)C1CCN(C(=O)CSc2ccc(Br)cc2)CC1 | 0 | 0.9 | 22 | 11 | -2 | -0.5 | -6 | -9 | . | -1
Fc1cccc(Cl)c1Cn1nnc2c(NCc3ccncc3)ncnc21 | 8 | -1.0 | 20 | -5 | 1 | i | 1 | 0 | -1.7 | 1
O=S(=O)(c1ccc(Cl)cc1)N1CCCCCC1 | 5 | 1.5 | 2 | 2 | 0 | 0.4 | -18 | -1 | 0.4 | 3
COC(=O)c1ccc(SC2CCCCC2)c([N+](=O)[O-])c1 | 11 | 3.2 | 33 | -11 | 0 | -0.3 | 11 | 5 | 8.7 | 1
COC(=O)c1ccc(NC(=O)CN2C(=O)CSC2=O)cc1 | 2 | 2.0 | 14 | -10 | -9 | i | -9 | 4 | 0.2 | 0
Nc1ccc(CN2CCCCCC2)cc1 | -3 | -0.6 | 13 | 5 | -1 | -5.0 | -7 | 12 | 1.8 | -1
Cc1cc(=O)oc2c(C)c(OCC(=O)N3CCN(c4ccccc4)CC3)ccc12 | -1 | -0.3 | 18 | 14 | 4 | -0.2 | -5 | 20 | 15 | 1
Cc1ccc(NC(=S)N(CCCN2CCCC2)Cc2cccn2Cc2ccc(Cl)cc2)cc1C | 1 | 0.4 | 18 | 19 | 0 | i | 27 | 5 | -2.5 | -3
CC(O)c1cccc(NC(=O)C2CCCCC2)c1 (configuration not stated) | -1 | 0.0 | 10 | 3 | 0 | i | -1 | 1 | -0.1 | -3
C=CCSc1nc2c(c(=O)[nH]c(=O)n2C)n1Cc1ccc(C)cc1 | 2 | -0.7 | 14 | -12 | -2 | -1.0 | -5 | 5 | -0.3 | 1
Cc1[nH]nc(SCC(=O)N2CCC(C)CC2)c1[N+](=O)[O-] | -5 | 1.7 | -13 | 5 | 2 | i | -4 | 12 | . | 2
O=C(O)C1(P(=O)(c2ccc(Cl)cc2)c2ccc(Cl)cc2)CCCC1 | -13 | -0.4 | 22 | -1 | 7 | -0.2 | -2 | -2 | . | 2
CCOC(=O)c1c(NC(=O)CSc2nnc(Cc3ccccc3)o2)sc(C(C)=O)c1C | 5 | 0.2 | 13 | 0 | 3 | i | -3 | 19 | . | -3
COC(=O)N1[C@H](C)C=C[C@]1(Cc1ccccc1)C(=O)OC | 10 | -2.5 | . | 2 | -2 | -0.8 | -7 | -4 | -1.2 | .
Cc1cc(C)c(NC(=O)COC(=O)CCc2ccc(S(=O)(=O)N3CCCCC3)cc2)c(C)c1 | -11 | 1.4 | 22 | 5 | 7 | -0.1 | 1 | 0 | . | -5

Grouped by structure, the entries above containing a halogen (5)
SMILES | Rv3671c inh | UGM FP inh | VHR inh abs | MazEF act | FBA Mtb inh | Vc quorum ag | PriA SSB inh | GDH-TPI counter | Mtb BioA inh | 3CLpro inhibitor
CCOC(=O)C1CCN(C(=O)CSc2ccc(Br)cc2)CC1 | 0 | 0.9 | 22 | 11 | -2 | -0.5 | -6 | -9 | . | -1
Fc1cccc(Cl)c1Cn1nnc2c(NCc3ccncc3)ncnc21 | 8 | -1.0 | 20 | -5 | 1 | i | 1 | 0 | -1.7 | 1
O=S(=O)(c1ccc(Cl)cc1)N1CCCCCC1 | 5 | 1.5 | 2 | 2 | 0 | 0.4 | -18 | -1 | 0.4 | 3
Cc1ccc(NC(=S)N(CCCN2CCCC2)Cc2cccn2Cc2ccc(Cl)cc2)cc1C | 1 | 0.4 | 18 | 19 | 0 | i | 27 | 5 | -2.5 | -3
O=C(O)C1(P(=O)(c2ccc(Cl)cc2)c2ccc(Cl)cc2)CCCC1 | -13 | -0.4 | 22 | -1 | 7 | -0.2 | -2 | -2 | . | 2

Returning to the listing with the two entries that preceded the break.
SMILES | Rv3671c inh | UGM FP inh | VHR inh abs | MazEF act | FBA Mtb inh | Vc quorum ag | PriA SSB inh | GDH-TPI counter | Mtb BioA inh | 3CLpro inhibitor
COC(=O)N1[C@H](C)C=C[C@]1(Cc1ccccc1)C(=O)OC | 10 | -2.5 | . | 2 | -2 | -0.8 | -7 | -4 | -1.2 | .
Cc1cc(C)c(NC(=O)COC(=O)CCc2ccc(S(=O)(=O)N3CCCCC3)cc2)c(C)c1 | -11 | 1.4 | 22 | 5 | 7 | -0.1 | 1 | 0 | . | -5
CC(C)c1ccc2c(c1)C1(NN=C(c3ccccc3)S1)C(=O)N2 (configuration not stated) | 13 | 0.2 | 13 | -3 | 0 | -1.0 | 5 | -8 | -1.4 | 1
CC(C)COc1ccc(CN=C(N)N=C(N)N)cc1Cl | -4 | -1.2 | 18 | 22 | -7 | -0.3 | 1 | -2 | 5.9 | 1
CN(C)S(=O)(=O)c1cc(NC(=O)CNCCN2CCOCC2)ccc1Cl | 0 | 1.4 | 10 | 9 | -2 | i | -2 | 9 | -1.8 | -2
N#Cc1c(-c2ccc(Cl)cc2)n(O)c2ccccc12 | . | . | . | 7 | 11 | i | -5 | 21 | . | .
Cn1cc(C(=O)NCCN2CCN(c3cccc(Cl)c3)CC2)c2c3ccccc3n(C)c2c1=O | 5 | 0.0 | -4 | 3 | 7 | 0.0 | 4 | 10 | -3.6 | 2
CSc1nc(SCc2ccccc2)[nH]c(=O)n1 | . | . | . | 3 | 4 | 0.0 | . | 9 | -0.8 | .
OCCC1CN(Cc2cc3c(cc2Cl)OCO3)CCN1C1CCCCC1 (configuration not stated) | -6 | -4.3 | 0 | -3 | 1 | -0.4 | 8 | 3 | . | -4
CC(=O)Nc1cccc(C2=CC(c3ccco3)n3ncnc3N2)c1 (configuration not stated) | 1 | 2.2 | 0 | . | . | . | . | . | . | 1
Cc1cccc(Nc2nc(-c3ccccn3)cs2)n1 | -3 | 3.1 | -1 | -9 | 3 | i | 95* | 10 | 1.0 | 2
O=C(Nc1cccnc1)c1cc(S(=O)(=O)N2CCOCC2)ccc1Br | 0 | -2.3 | 15 | 1 | 1 | i | -7 | 8 | -1.5 | -2
O=C(CC1S/C(=N/N=C/c2cccs2)NC1=O)Nc1ccc(Cl)cc1 (configuration not stated) | -45 | . | 4 | -4 | -3 | -0.2 | . | 31* | -0.8 | 2
CC(C)(C)OC(=O)N1CC2(CCCCC2)CC1Cc1ccc(C(F)(F)F)cc1 (configuration not stated) | . | . | . | 3 | 2 | 1.1 | . | 10 | -4.6 | .
O=C1CC(=O)N(Cc2ccccc2)C(=O)N1 | . | . | . | -9 | 1 | i | -13 | 7 | . | .
CN(C)C(=O)c1ccc(NC(=O)COC(=O)C2(c3ccccc3)CCCC2)cc1 | 1 | 1.4 | . | -1 | 2 | i | -7 | 13 | -2.4 | .
N/C(=N\OC(=O)COc1ccc2ccccc2c1Br)c1ccccn1 | -6 | 0.1 | 21 | 1 | -1 | -0.6 | . | -2 | 3.2 | 6
COC(=O)C1=C(N)N(c2ccc(F)cc2)C2=C(C(=O)CCC2)C1c1ccc2c(c1)OCO2 (configuration not stated) | 1 | -0.9 | 4 | 7 | -4 | -0.4 | -9 | 17 | -0.2 | 2
C=CCn1c(SCC(=O)NCC)nnc1-c1cc2c(s1)CCC(CC)C2 (configuration not stated) | 5 | 0.7 | 2 | -6 | 0 | 6.2 | -5 | -7 | 13 | 3
COc1ccc(-c2ccc3[nH]c4c(c3c2)CCN2C(=O)[C@@H]([C@H](C)O)[C@@H](N(C)C(=O)Nc3cc(Cl)cc(Cl)c3)C[C@@H]42)cc1 | . | . | . | -12 | 2 | i | . | 20 | -0.2 | .
NNC(=O)COc1cccc(C(F)(F)F)c1 | 2 | 1.8 | 9 | -6 | 5 | i | -11 | 3 | . | 5
FC(F)(F)c1nc(=S)c2ccccc2[nH]1 | . | . | 22 | -5 | 5 | -0.3 | 5 | 11 | . | 2
Cc1cc(/C=C(\C#N)C(=O)OCC(=O)NC(=O)NC(C)(C)C)c(C)n1CCC(C)C | -9 | -0.7 | 27 | -2 | 0 | -0.9 | -5 | 20 | . | 3
Cn1ncc(Br)c1C(=O)N1CCCCCC1 | 3 | -0.1 | 23 | 1 | 2 | -0.2 | -12 | 7 | -2.5 | -3
CC(C)Oc1ccc(F)cc1-c1cc(C(=O)NCc2ccc(F)cc2)[nH]n1 | . | . | . | . | -3 | i | . | 3 | 1.8 | .
COc1cc(C)c(NC(=S)Nc2cccc(Cl)c2C)cc1OC | -7 | 0.4 | 26 | 1 | 3 | -0.1 | -3 | -12 | . | -5
COc1ccc(-c2nn(-c3ccccc3)cc2/C=N/Nc2ccccn2)cc1 | 5 | -2.4 | 20 | . | . | . | . | . | . | -1
CCOC(=O)CN(C(=O)c1snc(C(N)=O)c1N)C(C(=O)NCCC(C)C)c1ccc(C)cc1 (configuration not stated) | . | . | . | 7 | 5 | i | . | 2 | 1.1 | .
O=C(Cn1nnc(-c2ccc(N3CCOCC3)cc2)n1)N1CCOCC1 | 5 | 1.5 | 23 | 8 | . | . | -5 | . | . | 5
COc1cc2ncc(S(=O)(=O)c3ccccc3)c(N3CCC4(CC3)OCCO4)c2cc1OC | -2 | -0.4 | 27 | 4 | -1 | . | -7 | 4 | . | -6
CCOC(=O)Cc1ncccc1C(=O)Nc1ccc(OC(F)(F)F)cc1 | -4 | -0.7 | 21 | -14 | -3 | -0.5 | 1 | 5 | . | 4
COc1cccc(NS(=O)(=O)c2ccc3c(c2)n(C)c(=O)c(=O)n3C)c1 | 10 | 1.5 | 9 | 3 | 0 | -0.4 | -8 | 14 | 0.2 | 1
Cc1cccc(Oc2nc(-c3ccccc3)cc(C)c2S(C)(=O)=O)c1C | -12 | -0.9 | 18 | 6 | 13 | i | -18 | -9 | . | -1
CCOc1ccc(C2C(C(N)=O)=C(C)Nc3ncnn32)cc1OC (configuration not stated) | -5 | 0.5 | . | 0 | 1 | -1.3 | 0 | 2 | -0.9 | -6
O=C(COC(=O)Cc1ccccc1)Nc1ncc(Cl)cc1Cl | -1 | 0.4 | 16 | 3 | 4 | i | -1 | 6 | 1.0 | 1
COc1ccc(CN2CCc3c([nH]c4ccccc34)C2)c(OC)c1C | -2 | 1.9 | -24 | 16 | 8 | -0.4 | 20 | 29 | 1.0 | 2
Cc1ccc(NC(=O)c2ccc3c(c2)OCO3)cc1Cl | -5 | -1.0 | 5 | 4 | -1 | -0.3 | -19 | -4 | -0.5 | -10
COC(=O)c1ccc(Nc2cc(C)nc(-c3ccccc3O)n2)cc1 | -3 | 0.3 | 13 | 15 | 1 | i | -8 | 6 | -0.9 | 0
O=C(CC(c1ccccc1)c1ccccc1O)NCCc1ccccc1 (configuration not stated) | -7 | 1.7 | 6 | 6 | 1 | -0.9 | 8 | 12 | 0.5 | -3
COc1ccc(C2=NCCn3c2c2ccc(C(F)(F)F)cc2[n+]3[O-])cc1 | 11 | -0.9 | . | 8 | 3 | 0.6 | 9 | 16 | 0.2 | .
O=S(=O)(NCc1c(Cl)cccc1Oc1ccccc1)c1ccccc1 | -1 | 0.2 | -12 | -2 | 2 | -0.6 | -36 | 1 | -3.7 | 1
COc1ccc(C2=CC(=O)C[C@H](c3ccc4c(c3)OCO4)C2)cc1 | -2 | -1.3 | . | 0 | 0 | -2.9 | 2 | 16 | 1.6 | .
Cn1c(=O)n(C)c2cc(NC(=O)CSc3nc4ccccc4c(=O)[nH]3)ccc21 | -2 | -1.3 | 28 | 0 | 1 | -0.1 | -24 | -7 | . | 0
CCCC(C(=O)NC(C)(C)C)N(C(=O)c1snc(C(N)=O)c1N)c1ccc2c(c1)OCCO2 (configuration not stated) | -2 | -0.5 | -5 | 3 | 0 | -0.1 | -9 | 5 | . | 3
O=C(O)CC(Cc1ccc(Cl)cc1)C(=O)NCc1ccccc1 (configuration not stated) | 1 | -0.4 | 13 | -1 | -2 | i | 0 | 5 | -1.4 | 5
CCc1cc(Br)ccc1NC(=S)NCCc1ccccc1 | . | 1.2 | -4 | 1 | 6 | i | -18 | 5 | -5.0 | 5
COc1cc(C2CC(=O)N(CC(=O)NCC3CCCO3)c3ccccc3S2)cc(OC)c1OC (configuration not stated) | -2 | -0.4 | 17 | 2 | -1 | i | 4&-11 | 8 | 0.4 | 0
O=C(CCC(=O)N1CCOc2ccccc21)Nc1ccccc1Cl | 10 | -1.1 | 25 | 1 | -1 | -1.2 | -5 | -4 | 0.9 | -4
